# Bioassay records deposited in PubChem by National Center for Advancing Translational Sciences (NCATS).
# Shiga toxin inh: blocks Shiga toxin action in Vero cells; Vero cells, Shiga toxin protein synthesis inhibition reporter; inhibition, % at 38.7 µM; 290,000 compounds, 9.2% hits; in the data active = inhibition mostly above about 28%, no sharp cut-off; inactive = mostly below about 43%; also: 0% is about no effect
# Pf growth 48h: inhibits P. falciparum growth in the first generation, 48 h; Potency, µM (series often up to 28.7 µM), without a hit: at the highest dose activity change, negative = inhibition, actives largely listed as inhibitors; P. falciparum luciferase growth in erythrocytes, 48 h; 310,000 compounds, 5.9% hits; AID 504832; also: potency is read from the fitted curve at half-maximal effect; % is scaled to controls: 0 for no effect and ±100 for the full control effect
#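 Cell-based growth assay: transgenic P. falciparum expressing firefly luciferase, cultured in red cells within RPMI 1640 containing 0.5% w/v Albumax, 24 mM bicarbonate and gentamycin. A drop in luciferase activity indicates inhibition.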
# Cycloheximide cs: counter-screen hit for Shiga toxin inhibitors, cycloheximide | cell reporter, cycloheximide protein synthesis inhibition counterscreen | AID 2314 | 300,000 compounds, 12% hits | max response, %; in the data active = max response mostly above about 13%, no sharp cut-off; inactive = mostly below about 14%; also: read at 38.3 µM for the half of the compounds with a filed dose; 0% is about no effect
# Giardia FBPA inh: inhibitors of Giardia lamblia fructose-1,6-bisphosphate aldolase. A8B2U2. purified Giardia FBPA. Potency, µM (highest dose often 59.6 µM), without a hit: at the highest dose activity, negative = inhibition, hits mostly inhibitors. 290,000 compounds, 0.71% hits; also: potency is read from the fitted curve at half-maximal effect; % is scaled to controls: 0 for no effect and ±100 for the full control effect; nearly all actives have a fitted effect of over 55% in size
# Target sequence (A8B2U2 whole entry, looked up): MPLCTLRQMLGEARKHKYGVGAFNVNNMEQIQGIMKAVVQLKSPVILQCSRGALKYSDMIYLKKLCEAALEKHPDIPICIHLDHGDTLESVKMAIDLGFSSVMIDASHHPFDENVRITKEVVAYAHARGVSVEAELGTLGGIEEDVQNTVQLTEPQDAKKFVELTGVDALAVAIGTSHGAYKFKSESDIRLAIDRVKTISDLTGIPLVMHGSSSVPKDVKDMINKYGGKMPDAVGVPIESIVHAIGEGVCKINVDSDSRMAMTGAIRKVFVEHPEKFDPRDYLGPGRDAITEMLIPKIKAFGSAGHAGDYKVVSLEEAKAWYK
#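 40 nM FBPA preincubated 10 min at RT with compound (up to 57.5 uM final), then substrate plus GAPDH/TPI/NAD/arsenate coupling and diaphorase/resazurin added. Fluorescence read after 20 min at RT, 525/598 nm.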
# HCV inh: blocks hepatitis C virus; Huh7.5.1 HCVcc-Cre infection, luciferase reporter, 44 h; Potency, µM (series often up to 41.8 µM), inactives show top-dose activity change, negative = inhibition, usual class: inhibitors; 340,000 compounds, 3.4% hits; also: potency is read from the fitted curve at half-maximal effect; % is scaled to controls: 0 for no effect and ±100 for the full control effect
#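 Cells (1,000/well) were plated 4 h before compound, then infected with HCVcc-Cre virus (~0.5 moi). After 44 h further culture, infection was read as luciferase luminescence following a 15 min substrate incubation at room temperature.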
# Pf growth 96h: P. falciparum growth inhibition at 96 hours. P. falciparum luciferase reporter growth, 96 h. Potency, µM (top dose mostly 28.7 µM), inactives show at the top dose activity change, negative = inhibition, hits mostly inhibitors. 320,000 compounds, 6.9% hits. AID 504834; also: potency is read from the fitted curve at half-maximal effect; % is scaled to controls: 0 for no effect and ±100 for the full control effect
#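 Plates of compound plus infected erythrocytes (2% hematocrit, 0.05% parasitemia final) incubate 96 hours, 37 C, 5% CO2. Detection reagent added; reduced luminescence from the parasites' luciferase reporter flags inhibition.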
# * marks the source's active call; other numbers are inactive results; ? = inconclusive; · = no result given; & = joins results of further samples; [ ] = another dose, or the depositor's remark. Unless noted, calls follow the shape of the dose curve; as a rule, active = well fitted curve in the direction sought with a large enough effect; inconclusive = small, poorly fitted or top-dose-only effect, or another doubt; inactive = no such curve, though single readings can be large; an effect the other way counts as inactive or inconclusive.
SMILES,Shiga toxin inh,Pf growth 48h,Cycloheximide cs,Giardia FBPA inh,HCV inh,Pf growth 96h
COc1ccc(C(CNC(=O)c2ccccc2C)N2CCCC2)cc1 (stereo not drawn),12,·,5,0%,-2%,-18%
CCCCNC(=O)CC1Nc2ccccc2NC1=O (stereo not drawn),-2,-5%,3,-8%,0%,-5%
CCSc1nc(-c2ccc(OC)cc2)n(-c2nc3ccccc3s2)n1,12,?,17*,-3%,13%&8%,-19%
COc1ccc(CCNC(=O)COC(=O)CSc2ccc([N+](=O)[O-])cc2)cc1OC,·,?,·,·,-11%,?
Cc1c(Cl)c([N+](=O)[O-])nn1CC(=O)NCc1cccnc1,-4,11%,-4,4%,2%,-2%
Cc1cc(OC(C)C(=O)NCCCN2CCOCC2)ccc1Cl (stereo not drawn),13,-2%,-1,1%,·,-10%
Cc1sc(NC(=O)CN2CCOCC2)c(C#N)c1C,-2,-9%,9,-3%,-14%,48%[activator]
COc1ccc(C(=S)N2CCOCC2)cc1OC(=O)c1cc([N+](=O)[O-])c(C)c([N+](=O)[O-])c1,-7,10%,11,-1%,-2%,21%
CCOc1cc(CNn2c(C)nnc2SCC(=O)NC(C)(C)C)ccc1OCC(=O)NC(C)(C)C,-9,?,-2,6%,-26%,13%
Fc1cccc(NC(=S)NCC(c2cccnc2)N2CCOCC2)c1 (stereo not drawn),10,-3%,-3,-1%,7%,-18%
Cn1cccc1/C=N/NC(=O)c1ccco1,93*,55%[activator],43*,0%,3%,?
Cc1cccc(NC(=O)NCC2CCN(c3ccc(S(=O)(=O)N4CCOCC4)cc3)CC2)c1,-8,?,-2,11%,?,?
CC(C)(C)CN1CCNC(=O)C1CC(=O)NCCc1ccccc1C(F)(F)F (stereo not drawn),-10,?,1,-19%,1%,184%
O=C(COc1cccnc1[N+](=O)[O-])Nc1ccc2c(c1)CCC2,11,?,20*,4%,-16%,7%
O=C(OCc1ccc2c(c1)OCO2)c1cccc(S(=O)(=O)N2CCCCC2)c1,-15,·,-2,4%,-24%,-29%

# Copied from the results shown (15 entries):
SMILES,Shiga toxin inh,Pf growth 48h,Cycloheximide cs,Giardia FBPA inh,HCV inh,Pf growth 96h
COc1ccc(C(CNC(=O)c2ccccc2C)N2CCCC2)cc1 (stereo not drawn),12,·,5,0%,-2%,-18%
CCCCNC(=O)CC1Nc2ccccc2NC1=O (stereo not drawn),-2,-5%,3,-8%,0%,-5%
CCSc1nc(-c2ccc(OC)cc2)n(-c2nc3ccccc3s2)n1,12,?,17*,-3%,13%&8%,-19%
COc1ccc(CCNC(=O)COC(=O)CSc2ccc([N+](=O)[O-])cc2)cc1OC,·,?,·,·,-11%,?
Cc1c(Cl)c([N+](=O)[O-])nn1CC(=O)NCc1cccnc1,-4,11%,-4,4%,2%,-2%
Cc1cc(OC(C)C(=O)NCCCN2CCOCC2)ccc1Cl (stereo not drawn),13,-2%,-1,1%,·,-10%
Cc1sc(NC(=O)CN2CCOCC2)c(C#N)c1C,-2,-9%,9,-3%,-14%,48%[activator]
COc1ccc(C(=S)N2CCOCC2)cc1OC(=O)c1cc([N+](=O)[O-])c(C)c([N+](=O)[O-])c1,-7,10%,11,-1%,-2%,21%
CCOc1cc(CNn2c(C)nnc2SCC(=O)NC(C)(C)C)ccc1OCC(=O)NC(C)(C)C,-9,?,-2,6%,-26%,13%
Fc1cccc(NC(=S)NCC(c2cccnc2)N2CCOCC2)c1 (stereo not drawn),10,-3%,-3,-1%,7%,-18%
Cn1cccc1/C=N/NC(=O)c1ccco1,93*,55%[activator],43*,0%,3%,?
Cc1cccc(NC(=O)NCC2CCN(c3ccc(S(=O)(=O)N4CCOCC4)cc3)CC2)c1,-8,?,-2,11%,?,?
CC(C)(C)CN1CCNC(=O)C1CC(=O)NCCc1ccccc1C(F)(F)F (stereo not drawn),-10,?,1,-19%,1%,184%
O=C(COc1cccnc1[N+](=O)[O-])Nc1ccc2c(c1)CCC2,11,?,20*,4%,-16%,7%
O=C(OCc1ccc2c(c1)OCO2)c1cccc(S(=O)(=O)N2CCCCC2)c1,-15,·,-2,4%,-24%,-29%

# More compounds follow.
SMILES,Shiga toxin inh,Pf growth 48h,Cycloheximide cs,Giardia FBPA inh,HCV inh,Pf growth 96h
Cc1cc(C)cc(NC(=S)N(Cc2ccc(Cl)cc2)Cc2ccc(C(=O)O)cc2)c1,-9,-4%,-2,0%,24%,?
COC(=O)COc1ccc(S(=O)(=O)N2CCCCCC2)cc1C,7,8%,-4,3%,12%,?
CCCNC(=O)/C=C/c1ccc(C(C)C)cc1,64*,?,47*,0%,-9%,13µM*
O=C1c2ccc3c4c(ccc(c24)C(=O)N1c1cccc(O)c1)C(=O)N(c1cccc(O)c1)C3=O,3,1.9µM*,-4,?,5µM*,1µM*
COC(=O)c1c(-c2ccncc2)csc1NC(=O)c1ccoc1C,66*,66%[activator],21*,1%,?,·
CC(=O)Nc1ccc(NS(=O)(=O)c2cc(-c3cnc(C4CC4)o3)ccc2C)cc1,-1,?,-2,·,-19%,-2%
N=c1c(C(=O)NCc2ccc(F)cc2)cc2c(=O)n3ccccc3nc2n1CC1CCCO1 (stereo not drawn),-17,12µM*,-3,1%,?,1%[5.75 µM]
CCOC(=O)N1CCN(C(=O)c2cccc(NC3=NC4CS(=O)(=O)CC4S3)c2)CC1 (stereo not drawn),-6,15%,-1,0%,20%,?
O=C1OC(NC(=O)c2ccccc2)C(n2cc(CO)nn2)=C1Cl (stereo not drawn),-3,-7%,4,-6%,9%,?
CC1CCc2c(sc3c2C2=NS(=O)(=O)CCN2C=N3)C1 (stereo not drawn),-15,-4%,-3,8%,5%,3%
CN1CCN(C(=O)c2cccc(S(=O)(=O)N3CCCCC3)c2)CC1,-12,4%,-8,3%,1%,?
CCOC(=O)C1=C(C)NC(C)=C(C(=O)OCC)C1C1=COCCO1,-1,?,0,1%,12%,·
COc1cccc(-n2nnnc2SCC(=O)c2cc(OC)ccc2OC)c1,-8,21%,7,-4%,·,12µM*
CCS(=O)(=O)N1CCC(C(=O)NCCN2CCOCC2)CC1,-7,25%,-4,0%,15%,-4%
COc1ccccc1NC(=O)CSc1nnc2ccc(-c3cccnc3)nn12,-8,-29%,-6,-26%,8%,20%
COc1cccc(-c2nc(NCC3CCCO3)c3ccccc3n2)c1O (stereo not drawn),-10,4%,-2,-4%,?,-17%
O=C(NNC(=O)c1ccccc1Cl)c1ccncc1,-10,-2%,-2,3%,0%,5%
CCN1CCN(c2ccc(NC(=O)CCc3c(C)nc4c(-c5ccccc5)c(C)nn4c3C)cc2)CC1,-8,·,-3,2%,?,?
CCOc1ccc(N2C(=O)CN=C2Nc2ccccc2Cl)cc1,-14,12%,-6,·,16%,-18%
Cc1ccc(NC(=O)CCCC(=O)O)c(-c2nc3ccccc3[nH]c2=O)c1,21,10%,6,2%,2%,-3%
CCCC[C@@H]1CNCCN1CCCc1cc(OC)c(OC)c(OC)c1,·,?,·,·,1%,84%[activator]
CCn1nnc(NC(=O)c2cccnc2)n1,5,21%,-1,-2%,18%,77%[activator]
NC(=O)COC(=O)c1cccnc1Nc1ccccc1F,-9,4%,9,-2%,4%,27%
Cc1cccc(C)c1NC(=O)CNC(=O)CNC(=O)c1ccc2c(c1)OCO2,·,-20%,·,·,-3%,-10%
Cc1sc2ncn(CC(=O)N3CCN(c4ccccn4)CC3)c(=O)c2c1S(=O)(=O)N1CCC(C)CC1,-10,-22%,-4,3%,-1%,8%
CN1CCCN(C(=O)COc2cccc(C(F)(F)F)c2)CC1,-3,-13%,-2,·,1%,24%
NC(=O)c1ccccc1OCC(=O)Nc1cccnc1Cl,·,71%[activator],·,·,14%,36%[activator]
CCOc1ccc(CN2CCNC(=O)C2CC(=O)O)cc1 (stereo not drawn),-8,43%[activator],-3,0%,15%,30%[activator]
COc1ccc(N(C)C(=O)C2CCN(S(=O)(=O)c3cccc4nonc34)CC2)cc1,-6,-18%,0,13%,18%,-19%
N#Cc1c(NC(=O)c2ccc(Cn3cc(Br)cn3)o2)sc2c1CCCCC2,103,21%,39*,4%,?,?
O=C(CSc1nc2cc(Cl)ccc2o1)NCCc1ccccc1,-24,-6%,-2,-3%,·,-15%
CCOC(=O)/C(=C/Nc1ccccc1)[N+](=O)[O-],-6,16%,-3,·,12%,-20%
COc1cc(OC)cc(-c2nnc(SCc3cccc(C(=O)O)c3)o2)c1,-15,·,-1,25%,·,?
COc1ccc(/C=N/NC(=O)c2ccco2)cc1COc1ccc(F)cc1,21,9.3µM*,8,3%,-21%,?
COc1ccccc1N(CC(=O)NC(C)(C)C)C(=O)CCC(=O)Nc1ccccn1,-2,-18%,-1,0%,-6%,?
O=C(O)Cc1ccc2sc(-c3ccccc3)nc2c1,24,2%,10,22%,0%,35%[activator]
COc1ccc(C(=O)Nc2ccc(S(=O)(=O)N3CCN(C)CC3)cc2)cc1[N+](=O)[O-],·,?,-3,1%,-4%,?
O=C(CN1C(=O)CSC1=O)N1CCc2ccccc2C1,-12,-3%,10,-25%,9%,?
O=C(CSCc1ccccc1)N1CCN(S(=O)(=O)c2ccc(F)cc2)CC1,1,5%,4,·,10%,-29%
NC(=O)COC(=O)c1cc(-c2ccco2)nc2ccccc12,-10,15%,2,-6%,-2%,40%[activator]
CCNc1nc(NC(C)(C)C)nc(SC(C(C)=O)C(C)=O)n1,8,-10%,-3,-2%,-8%,·
O=C(N/C(=C/c1cccnc1)C(=O)N1CCOCC1)c1ccccc1,-15,-6%,-2,1%,15%,25%
CCN(CC)S(=O)(=O)c1ccc2nc(CCl)[nH]c2c1,5,-1%,1,-5%,10%,16%
Cc1oc(S(=O)(=O)N2CCCCC2)cc1NC(=O)Nc1ccc(Cl)cc1,16,?,-3,2%,-20%,?
Cc1cc(C)cc(NC(=O)CSc2nnc(NC(=O)C3CC3)s2)c1,19,6%,-7,11%,3%,122%[activator]
O=S(=O)(NCc1cn2ccsc2n1)c1ccc(Oc2ccccc2)cc1,-11,1%,-3,3%,7.9µM*,·
Cc1cccc(N2CC(C(=O)NCC3COc4ccccc4O3)CC2=O)c1C (stereo not drawn),·,-25%,·,·,?,?
CCOC(=O)c1cc(C(=O)Nc2sc3c(c2C#N)CCCC3)nn1C,25,-6%,2,-24%,23%,223%[activator]
COc1ccccc1NC(=S)NC(=O)C(C)(C)C,8,33%[activator],15,14%,-8%,?
CC(C)(C)C1CCc2c(sc(NC(=O)c3ccncc3)c2C(N)=O)C1 (stereo not drawn),11,-11%,16*,7%,?,51%[activator]
CC(C)CN1CCCC(N2CCN(c3cccc(Cl)c3)CC2)C1 (stereo not drawn),-17,5%,1,15%,-22%,?
O=C(NCC(=O)N(c1cccnc1)C(C(=O)NC1CCCC1)c1ccco1)c1cccs1 (stereo not drawn),13,-11%,13,0%,7%,?
COc1ccc(CCNC(=O)c2ccc(=O)[nH]c2)cc1,26,1%,0,-1%,-2%,2%
CCOC(=O)c1ccc(S(=O)(=O)N2CC(=O)Nc3ccccc32)cc1,-3,-15%,2,-1%,29%,-17%
C[C@H]1C/C=C/[C@@H]2[C@@H]3O[C@]3(C)[C@@H](C)[C@H]3[C@H](Cc4ccccc4)NC(=O)[C@]32OC(=O)O/C=C/[C@](C)(O)C1=O,10,·,-5,3%,·,·
Cc1nnn(C23CC4CC(CC(CC(=O)Nc5ccc(C)c(Cl)c5)(C4)C2)C3)n1,-14,?,0,-19%,-17%,-12%
COC(=O)C(C)(C)ONC(=O)Nc1ccc(C)cc1,43*,52%[activator],21*,5%,9%,18%
